# Salmonella PhoP GFP = PhoP regulon inhibitors, Salmonella typhi PhoP promoter GFP reporter, confirmatory (AID 1850) | Salmonella Typhi PhoP-promoter GFP reporter, fluorescence, 4 h; higher % means a stronger effect | inhibition, % at 50 µM; hits with a dose series show IC50 in µM | 310,000 tested, 0.33% active; in the data active = a potency from the dose series; inconclusive = inhibition mostly from about 25% at the one dose, without a potency; inactive = the rest, 99 in 100 with inhibition below about 19%;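 note: 0% = induced wells with vehicle and 100% = uninduced wells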
# VEEV TC-83 Vero = inhibitors of VEEV TC-83 cytopathic effect, confirmation, Vero cells (AID 588727). Vero cells, VEEV TC-83 cytopathic effect inhibition; higher % means a stronger effect. inhibition, % at 20 µM, or IC50 in µM where a hit was titrated. 350,000 tested, 0.13% active; in the data active = a potency from the dose series; inconclusive = inhibition mostly from about 14% at the one dose, without a potency; inactive = the rest, 99 in 100 with inhibition below about 12%; note: strong numbers were not always called active
# H1N1 NS1A inhibition = H1N1 influenza NS1A inhibitors, functional cell based assay (AID 504329). 340,000 tested, 0.3% active. NS1A functional cell-based assay, percent inhibition; higher % means a stronger effect. one-dose inhibition, % at 12.5 µM; IC50 in µM for titrated hits; in the data active = a potency from the dose series; inconclusive = inhibition above about 27% without an active follow-up result; note: strong numbers were not always called active
# M. tuberculosis HTS = M. tuberculosis growth inhibition, HTS (AID 449762); M. tuberculosis H37Rv growth inhibition, 7H9 media; higher % means a stronger effect; 330,000 tested, 0.59% active; inhibition, % at 25 µM; hits with a dose series show IC50 in µM; in the data active = a potency from the dose series; inconclusive = inhibition above about 70% without an active follow-up result;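 note: bacterial growth assessed after seven days of incubation; strong numbers were not always called active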
# M. tuberculosis = growth inhibition of non-replicating M. tuberculosis (AID 488890); Mycobacterium tuberculosis non-replicating, growth inhibition; higher % means a stronger effect; inhibition, % at 25 µM; hits with a dose series show IC50 in µM; 320,000 tested, 0.39% active; in the data active = a potency from the dose series; inconclusive = inhibition mostly from about 82% at the one dose, without a potency; inactive = the rest, 99 in 100 with inhibition below about 76%;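 note: plate controls were DMSO cells for no effect and high antibiotic wells for full effect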
# * hit, by the source's call; i = inactive; ? = inconclusive; . = not tested or not shown.
SMILES,Salmonella PhoP GFP,VEEV TC-83 Vero,H1N1 NS1A inhibition,M. tuberculosis HTS,M. tuberculosis
Cc1ccc(C(C(=O)NC2CCCC2)N(Cc2ccccc2)C(=O)c2csnn2)o1 (stereo not given),-2%,8.7%,4%,-1%,4%
O=C(c1ccc(F)cc1)N(Cc1ccco1)C1CCS(=O)(=O)C1 (stereo not given),-6%,0.9%,-1%,-8%,6%
COc1cc(C)c(S(=O)(=O)n2ccc(C)n2)cc1C,-4%,1.6%,0%,-8%,6%
COc1ccc(OC)c(NC(=O)C23CCC(C)(C(=O)O2)C3(C)C)c1 (stereo not given),-6%,1.1%,4%,-5%,-8%
Cc1ccc(NC(=S)N(Cc2ccco2)C2CCN(C(C)C)CC2)cc1,-4%,1.7%,13%,-2%,7%
Cn1ncc2c(Nc3cccc4ccccc34)ncnc21,-4%,3.1%,3%,-4%,7%
COc1cccc(NC(=O)CN(C)CC(=O)Nc2ccc3c(c2)OCO3)c1,.,i,8%,-3%,8%
Cc1cc(C)c(NC(=O)CSc2nnc(SCC(=O)Nc3c(C)cc(C)cc3C)n2N)c(C)c1,4%,0.3%,-16%,-2%,9%
CC(C)(C)c1ccc(C(=O)NC(=S)NNC(=O)c2cccs2)cc1,2%,>13µM*,-1%,?,?
CCOc1ccc(C(=O)N2CCCC(c3nc(-c4ccc(C)o4)no3)C2)cc1 (stereo not given),-3%,0.5%,7%,0%,30%
CCc1ccc(CNC(=O)c2nn(C)c3c2CS(=O)(=O)c2ccccc2-3)cc1,1%,2.8%,0%,5%,20%
CCOC(=O)C1CCN(C(=O)CCNS(=O)(=O)c2ccc(C)cc2)CC1,.,i,-1%,-8%,-6%
CC(=O)N(Cc1ccccc1C)c1cccc(C)c1C,6%,2.9%,-9%,-2%,-3%
CCNC(=S)NCc1ccc2c(c1)OCO2,-4%,1.1%,0%,-4%,-3%
CCN(CC)C(=O)COn1c(SCC(=O)N(CC)CC)nc2ccccc2c1=O,6%,4.1%,-3%,-1%,-7%
CCOc1ccc(C)cc1S(=O)(=O)n1ccc(C)n1,17%,1.1%,-5%,-13%,-7%
Nc1cc2[nH]c(=O)c3ccccc3c2cc1Br,.,6.9%,-5%,.,.
CCOC(=O)C1CCN(S(=O)(=O)c2ccc3[nH]c(=O)ccc3c2)CC1,-6%,1.9%,1%,-5%,-12%
CNC(=O)NC(=O)C(C)OC(=O)c1cc2c(s1)CCCCC2 (stereo not given),-6%,4.7%,-2%,55%,?
COc1ccc(OC)c(CNc2ccc3c(c2)CCC3)c1,-3%,0.6%,-3%,?,76%
COc1cc(C(=O)OCC(=O)NC23CC4CC(CC(C4)C2)C3)cc(OC)c1OC,.,6.2%,-6%,.,.
CCOc1ccc(S(=O)(=O)NCC2(N3CCCCC3)CCCCC2)cc1,.,1.0%,-11%,.,.
O=C(Cn1cnc2cc([N+](=O)[O-])ccc2c1=O)NC(=O)NCc1ccccc1,7%,0.6%,17%,1%,4%
COc1ccc(OCC(O)Cn2cnc(-c3ccc(Br)cc3)c2)cc1 (stereo not given),21%,i,-1%,2%,12%
COc1ccc(-c2nnc(SCC(=O)NCc3ccco3)n2C)cc1,-5%,i,1%,3%,-7%
COc1cc(C(=S)N2CCC(C)CC2)ccc1O,-7%,0.7%,-8%,-6%,-11%
CCCCc1nnc(NC(=O)c2ccc3[nH]c(=O)c(=O)[nH]c3c2)s1,-15%,i,-7%,4%,-5%
COc1ccc(SC[C@H](Cc2ccccc2)N2CC[C@@H](C)CCC2=O)cc1,.,0.1%,-2%,-3%,7%
c1ccc2c(c1)nc(NCC1CCCO1)c1nnnn12 (stereo not given),-4%,1.8%,2%,-15%,.
COc1ccc(C(=O)CSc2nnc(CNc3ccc(C)cc3C)o2)cc1,-8%,2.2%,-6%,-7%,13%
COc1ccc(S(=O)(=O)N2CCN(C)CC2)cc1C(=O)Nc1ccccc1,0%,0.1%,-2%,2%,-7%
COc1ccc(NC(=O)COC(=O)c2ccc(-n3cnnn3)cc2)c([N+](=O)[O-])c1,.,1.2%,3%,7%,-12%
COC(=O)CCCCCCCCC(O)CN1CCCCC1 (stereo not given),-5%,0.9%,-6%,-3%,3%
O=C(CC12CC3CC(CC(Br)(C3)C1)C2)Nc1cccc(S(=O)(=O)NC2=NCCC2)c1,1%,i,5%,8%,11%
NNC(=O)c1ccc(Cn2cc(Br)c(N)n2)cc1,5%,1.0%,-18%,0%,24%
COC(=O)C1=C(c2ccc(F)cc2F)C[C@@H]2CC[C@H]1N2C(=O)NCCCOC(C)C,.,0.3%,-7%,3%,-8%
COc1cc(COC(=O)c2cnc(C)cn2)c(OC)cc1Br,3%,i,-6%,5%,63%
Cn1ccsc1=NC(=O)c1ccc(Cl)cc1,14%,0.1%,-4%,-3%,52%
O=C(NCC(c1ccco1)N1CCN(c2ccccc2F)CC1)c1ccc2c(c1)OCO2 (stereo not given),-3%,2.0%,0%,41%,18%
O=S(=O)(c1ccc(Br)s1)N1CCN(Cc2ccc3c(c2)OCO3)CC1,-3%,0.5%,-18%,0%,5%

# Single values from the list:
# Under H1N1 NS1A inhibition, c1ccc2c(c1)nc(NCC1CCCO1)c1nnnn12 (stereo not given) reads 2%
# Under H1N1 NS1A inhibition, COc1cc(COC(=O)c2cnc(C)cn2)c(OC)cc1Br reads -6%

# The main list resumes; the 5 compounds before the break are reprinted first.
SMILES,Salmonella PhoP GFP,VEEV TC-83 Vero,H1N1 NS1A inhibition,M. tuberculosis HTS,M. tuberculosis
COC(=O)C1=C(c2ccc(F)cc2F)C[C@@H]2CC[C@H]1N2C(=O)NCCCOC(C)C,.,0.3%,-7%,3%,-8%
COc1cc(COC(=O)c2cnc(C)cn2)c(OC)cc1Br,3%,i,-6%,5%,63%
Cn1ccsc1=NC(=O)c1ccc(Cl)cc1,14%,0.1%,-4%,-3%,52%
O=C(NCC(c1ccco1)N1CCN(c2ccccc2F)CC1)c1ccc2c(c1)OCO2 (stereo not given),-3%,2.0%,0%,41%,18%
O=S(=O)(c1ccc(Br)s1)N1CCN(Cc2ccc3c(c2)OCO3)CC1,-3%,0.5%,-18%,0%,5%
Cc1cc(C)c2c(N)c(C(=O)Nc3ccccc3F)sc2n1,-7%,i,-9%,8%,16%
CCCc1nnc(NC(=O)CCC(=O)N2CCN(C3CCCC3)CC2)s1,-6%,2.0%,6%,-1%,14%
C=CCNC(=O)c1ccccc1NS(=O)(=O)c1ccc(OC)c(C(=O)N2CCOCC2)c1,8%,0.5%,3%,-7%,-4%
Cc1nc(NC(=O)CSc2cc(C)c3ccccc3n2)c(Cl)cc1Cl,-7%,?,-3%,5%,56%
CCOC(=O)C1CCN(S(=O)(=O)CCNC(=O)c2ccccc2)CC1,-5%,3.3%,-10%,-5%,-4%
CCCCn1c(N)c(N(CCC(C)C)C(=O)COC(=O)c2ccc(CC)cc2)c(=O)[nH]c1=O,.,1.7%,6%,.,.
CC(C)N(CC#CCC(O)(c1ccccc1)C1CCCC1)CCO (stereo not given),5%,i,4%,-2%,-7%
OC(CCN1CCC2CCC(C2)C1)c1ccc(Br)cc1 (stereo not given),.,i,-1%,.,.
Cc1nc2nc(-c3cccs3)[nH]c2cc1Br,0%,8.3%,1%,-4%,8%
COC(=O)CCNc1ccc2c(c1)OCCO2,2%,1.3%,12%,1%,9%
CC1CCCCC1NC(=O)CNC(=O)c1cccs1 (stereo not given),-1%,1.0%,-3%,-8%,-18%
Cc1ccccc1NS(=O)(=O)c1ccc(C(=O)NCC(c2ccco2)N2CCCCC2)cc1 (stereo not given),-3%,1.8%,-5%,1%,14%
Cc1[nH]c2c(Br)cccc2c1[C@H]1[C@@H](CC#N)C1(C)C,4%,2.4%,0%,-1%,8%
COc1ccc(S(=O)(=O)N2CCCCC2)cc1NC(=O)c1c(F)cccc1Cl,.,1.7%,3%,.,.
Cc1cc(NS(=O)(=O)c2ccc(NC(=O)/C=C/c3ccc(Br)cc3)cc2)no1,-4%,4.2%,-9%,33%,31%
COc1ccc(-n2c(O)c(C(C)=NCCN3CCNCC3)c(=O)[nH]c2=O)cc1,0%,i,-3%,-7%,-5%
CC(=O)c1ccc(OCCCC(=O)n2nnc3ccccc32)cc1,-8%,2.3%,-11%,5%,-5%
CN1CCN(C(=O)CNC(=O)c2cccs2)CC1,.,i,-8%,9%,1%
COc1cc(-c2nnc(-c3cc(OC)c(OC)c(OC)c3)o2)cc(OC)c1OC,-3%,8.9%,-14%,-4%,1%
N#CC1=C(N)Oc2c(c(=O)sc3ccccc23)C1c1cccnc1 (stereo not given),-14%,1.3%,-4%,-12%,-3%
CNC(=S)Nc1ccc(Nc2ccccc2)cc1,3%,1.5%,12%,?,66%
CCOc1ccccc1N(CC(=O)NCc1ccco1)C(=O)CCC(=O)Nc1nccs1,5%,1.3%,2%,5%,-3%
NC(=O)c1ccc(NS(=O)(=O)c2ccc3ccccc3c2)cc1,-1%,2.2%,-9%,3%,-17%
Cc1ccc(S(=O)(=O)N(C)C)cc1NC(=O)COC(=O)c1ccc2c(c1)OCCO2,-3%,0.7%,-4%,-4%,2%
CN(C(=O)c1ccc2c(c1)CCO2)C(C)(C)C,5%,1.5%,.,-3%,-7%
Cn1cnnc1SCNC(=O)C(F)(F)F,11%,3.5%,-3%,-13%,8%
C=CCN1C(=O)CSc2ccc(C(=O)N3CCC(C)CC3)cc21,-9%,i,6%,-10%,3%
N[C@@H](Cc1c[nH]c2ccccc12)c1nnc(SCc2ccc(F)cc2)o1,.,0.5%,1%,.,.
COc1ccc(N2CCN(C(=O)c3ccc(CSc4ccccc4)cc3)CC2)cc1,4%,1.9%,-9%,0%,14%
Cc1ccc(S(=O)(=O)N2[C@@H](c3ccc(F)cc3)C(C(=O)O)=CC[C@H]2c2cccc(C)c2)cc1,0%,0.2%,3%,-1%,14%
COc1ccc(NC(=O)C(=O)N/N=C\c2ccc(CNC(=O)C(=O)Nc3ccc(C)c(C)c3)o2)c(OC)c1,-7%,.,.,-1%,17%
Cc1ccc(OCC(=O)OCCN2C(=O)c3ccccc3C2=O)cc1C,14%,i,-10%,?,?
CCNc1nc(NCC)n2c(SCC(=O)Nc3ccc(OC(F)F)cc3)nnc2n1,.,0.8%,-2%,.,.
CC(C)(C)CNC(=O)c1ccc2c(c1)S(=O)(=O)c1cc(Cl)ccc1C2=O,.,0.2%,-2%,-6%,-6%
Oc1cccc2cccnc12,18%,.,.,-6%,0%
CC(C)CCNC(=O)CCc1nnc2ccc(N3CCC(C)CC3)nn12,-6%,0.4%,1%,6%,-1%
CC(C)OC(=O)c1ccc(COc2ccc3ccc(=O)oc3c2)o1,-8%,0.1%,-2%,14%,64%
CCOC(=O)N1CCN(C(=O)c2cnn3c(C(F)F)cc(-c4ccc(C)cc4)nc23)CC1,-1%,7.9%,-1%,-1%,3%
COc1cc(=O)n2c(-c3ccccc3)csc2n1,3%,1.2%,14%,-5%,6%
CCCCNC(=O)C1c2ccccc2Oc2ccccc21,-3%,3.6%,10%,-7%,13%

# Ordered by number of heavy atoms (rising): some entries from above.
SMILES,Salmonella PhoP GFP,VEEV TC-83 Vero,H1N1 NS1A inhibition,M. tuberculosis HTS,M. tuberculosis
COc1cc(=O)n2c(-c3ccccc3)csc2n1,3%,1.2%,14%,-5%,6%
COC(=O)CCCCCCCCC(O)CN1CCCCC1 (stereo not given),-5%,0.9%,-6%,-3%,3%
CC(C)OC(=O)c1ccc(COc2ccc3ccc(=O)oc3c2)o1,-8%,0.1%,-2%,14%,64%

# (next part)
SMILES,Salmonella PhoP GFP,VEEV TC-83 Vero,H1N1 NS1A inhibition,M. tuberculosis HTS,M. tuberculosis
CCN(CC)c1ccc(S(=O)(=O)N(CC)CC)cc1NC(=O)c1cccnc1,-1%,7.3%,3%,0%,3%
Cc1cc(-n2cccn2)ccc1CN1CCN(CC(C)C)C(CCO)C1 (stereo not given),-5%,0.3%,-10%,-5%,9%
N#CCCN1CCN(C(=S)c2ccc(-c3cccc(Cl)c3)o2)CC1,2%,0.3%,15%,?,17%
CC1(C)Oc2ccc(NC(=O)c3ccco3)cc2O1,-18%,i,-11%,2%,4%
CCc1ccccc1N(CC(=O)NCCSCc1ccco1)S(C)(=O)=O,1%,i,9%,-6%,-4%
O=C(OCn1nnc2ccccc2c1=O)C1CCCCC1,2%,1.8%,15%,3.6µM*,i
Cc1cc(OC(C)C(=O)NCCCN2CCOCC2)ccc1Cl (stereo not given),2%,1.1%,-5%,-1%,6%
COc1ccc(CCN2C(=O)CSC2c2ccc(F)cc2)cc1 (stereo not given),-13%,1.1%,-21%,-8%,10%
COc1ccccc1-c1cc(C(F)(F)F)n2ncc(C(=O)N3CCc4ccccc4C3)c2n1,-13%,6.3%,-22%,67%,52%
CC(C)=CCN1CCN(Cc2ccc(Oc3ncccn3)cc2)CC1CCO (stereo not given),-11%,0.6%,3%,4%,21%
COc1cccc(-c2nn3c(-c4cccc(C)c4)nnc3s2)c1,-5%,i,-2%,46%,1%

# High-throughput results: PubChem, Southern Research Specialized Biocontainment Screening Center
